# ssDAF12 agonist: S. stercoralis DAF-12 activation, primary screen; HEK293 ssDAF-12/GRIP1 lit1-tk-luc reporter, luminescence; % of 3 µM dafachronic acid response; activation, % at 6.8 µM; actives 1% (n = 370,000); AID 652126;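 active means activation above the mean over all tested compounds plus 3 SD, cut at about 0.9% in these data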;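 further: 0% = DMSO-only wells and 100% = 3 µM delta7-dafachronic acid wells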
# GC-A act: GC-A (human) enzyme activation. activation, % at 10 µM. actives 0.14% (n = 370,000). AID 1671463. HEK293 GC-A cells, cGMP TR-FRET, EC30 ANP; 0% at EC30 ANP, 100% saturating ANP; in the data active means activation above about 40%
# SMARCA2 act: activators of SMARCA2 function; MG213 cells, MMTV-luciferase reporter, dexamethasone, overnight; actives 1% (n = 370,000); AID 652017; activation, % at 9.1 µM; in the data active means activation above about 7.8%;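 further: 0% = vehicle wells and 100% = reference activator wells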
# FXN GAA850 act: frataxin GAA850 promoter activation; HEK293 lucGAA850 FXN promoter luciferase reporter, 24 h; percent of 10 µM SAHA response; activation, % at 6 µM; actives 0.56% (n = 360,000);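 active means activation above the average of all compounds screened plus 3 SD, cutoff fixed separately per campaign, cut at about 7.5% in these data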;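 further: 0% = DMSO wells and 100% = 10 µM SAHA wells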
# sPLA2-III inh: Blocks human group III sPLA2 activity | QFRET BODIPY PC-A2 liposome hydrolysis, fluorescence | Q9NZ20 | actives 0.56% (n = 370,000) | AID 743126 | inhibition, % at 12.2 µM;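 active means inhibition above mean plus 3 SD of compounds lying within the high and low control bounds, cut at about 19% in these data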;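 further: 0% = median of test compound wells and 100% = no enzyme DMSO wells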
# ADAM10 inh: inhibitors of human ADAM10; O14672; recombinant ADAM10, EDANS/DABCYL FRET peptide cleavage, 3 h; actives 0.62% (n = 370,000); inhibition, % at 7 µM;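 active means inhibition above a per-campaign cutoff equal to the mean of compounds falling between control-based bounds plus 3 SD, cut at about 20% in these data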;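 further: 0% = DMSO wells while the 100% control is not disclosed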
# DAX1 inh-1: NR0B1 (DAX1) inhibition. inhibition, % at 6.75 µM. P51843. actives 0.99% (n = 340,000). HEK293 Gal4-DAX1 luciferase reporter, luminescence. AID 504766;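 active means inhibition above the mean over all tested compounds plus 3 SD, cut at about 4.2% in these data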;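 further: 0% = DAX1-transfected cells with DMSO and 100% = empty-vector control cells with DMSO; inhibition shows as a rise in luminescence from relieved DAX1 repression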
# DAX1 inh-2: blocks DAX1 repression of SF-1 activated StAR promoter; HEK293T StAR-luciferase reporter, SF-1/DAX-1 repression relief; AID 652010; actives 1.1% (n = 370,000); inhibition, % at 6.8 µM;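 active means inhibition above the mean over all tested compounds plus 3 SD, cut at about 3.6% in these data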;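 further: 0% = DAX-1 cells with DMSO and 100% = cells lacking DAX-1 with DMSO; higher inhibition means more luminescence from relief of DAX-1 repression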
# GC-B act: GC-B (human) receptor activation. P20594. HEK293-GC-B cells, CNP EC30, cGMP TR-FRET; 0% at EC30 CNP, 100% saturating CNP. activation, % at 10 µM. actives 0.11% (n = 370,000);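 active means activation at 10 µM reaching about 35% in either raw or pattern-adjusted values, limit read from the data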
# Target sequence (P20594 whole entry, looked up): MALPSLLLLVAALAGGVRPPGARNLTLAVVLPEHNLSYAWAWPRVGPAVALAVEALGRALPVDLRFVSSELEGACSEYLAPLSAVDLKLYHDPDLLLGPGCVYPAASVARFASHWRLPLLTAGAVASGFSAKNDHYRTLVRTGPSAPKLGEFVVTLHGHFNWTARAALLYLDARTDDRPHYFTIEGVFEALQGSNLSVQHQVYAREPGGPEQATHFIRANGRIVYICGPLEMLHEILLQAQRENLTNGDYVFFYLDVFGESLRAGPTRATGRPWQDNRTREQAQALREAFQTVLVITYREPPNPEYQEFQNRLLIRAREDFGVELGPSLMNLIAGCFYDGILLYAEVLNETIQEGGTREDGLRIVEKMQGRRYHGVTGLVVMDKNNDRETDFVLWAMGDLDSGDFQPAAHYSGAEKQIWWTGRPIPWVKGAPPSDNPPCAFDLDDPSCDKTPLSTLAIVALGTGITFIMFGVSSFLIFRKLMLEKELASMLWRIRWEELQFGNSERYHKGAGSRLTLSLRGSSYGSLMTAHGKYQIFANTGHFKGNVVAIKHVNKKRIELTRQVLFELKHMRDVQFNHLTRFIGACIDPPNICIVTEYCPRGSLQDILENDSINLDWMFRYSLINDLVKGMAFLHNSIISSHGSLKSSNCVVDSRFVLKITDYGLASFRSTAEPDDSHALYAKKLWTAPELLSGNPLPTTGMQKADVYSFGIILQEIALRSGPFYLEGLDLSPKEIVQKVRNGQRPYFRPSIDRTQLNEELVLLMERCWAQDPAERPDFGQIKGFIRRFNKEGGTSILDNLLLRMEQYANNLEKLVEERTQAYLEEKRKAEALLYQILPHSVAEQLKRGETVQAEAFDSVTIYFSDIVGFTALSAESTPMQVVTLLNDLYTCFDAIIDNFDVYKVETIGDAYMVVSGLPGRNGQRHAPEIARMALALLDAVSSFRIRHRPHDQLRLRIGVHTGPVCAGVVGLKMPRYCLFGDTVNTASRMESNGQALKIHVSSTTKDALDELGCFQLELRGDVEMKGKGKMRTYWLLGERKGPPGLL
# hcDAF12 agonist: activators of H. contortus DAF-12 nuclear receptor; actives 1.4% (n = 370,000); HEK293 hcDAF-12 lit1-tk-luc reporter, luminescence; 0% DMSO, 100% Δ7-dafachronic acid; activation, % at 6.8 µM;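 active means activation above the mean of all tested compounds plus 3 SD, cut at about 5.5% in these data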;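 further: 100% = response to 3 µM Δ7-dafachronic acid high control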
# hgDAF-12 ag: agonists of H. glycines DAF-12 nuclear receptor | activation, % at 6.8 µM | HEK293 GAL4-hgDAF12 UAS-luciferase reporter, agonist luminescence; normalized to butyrate control | actives 1.8% (n = 370,000) | AID 687014;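 active means activation above a cutoff set at the mean of all screened compounds plus 3 SD, cut at about 10% in these data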;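 further: 0% = DMSO wells and 100% = sodium butyrate wells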
# * marks the source's active call; other numbers are inactive results; nt = not tested or not shown.
no.	Compound	ssDAF12 agonist	GC-A act	SMARCA2 act	FXN GAA850 act	sPLA2-III inh	ADAM10 inh	DAX1 inh-1	DAX1 inh-2	GC-B act	hcDAF12 agonist	hgDAF-12 ag
1	O=C(O)CCc1ccc(-c2ccccc2)n1NC(=O)c1ccco1	-0.7	3	-2	-0.3	-1	-20	-0.9	0.0	-3	-1.0	-0.4
2	CCc1ccc2nc(NC(=O)CN3C(=O)NC4(CCCC4)C3=O)sc2c1	0.7	12	2	6.8	-16	0	-0.3	1.2	-5	2.3	11*
3	COc1cc([N+](=O)[O-])cc2sc(NC(=O)C(C)(C)C)nc12	-0.9	21	0	-0.1	3	-12	-0.5	0.7	-3	-0.6	3.3
4	CCCCn1c(N)c(N(CC(C)C)C(=O)CN(C)S(=O)(=O)c2ccc(C)cc2)c(=O)[nH]c1=O	-1.2	2	-1	-0.1	4	-6	0.0	0.5	2	0.0	2.5
5	CNc1nc(-c2c(C)[nH]c3ccc(OC)cc23)cs1	-1.1	2	0	0.7	-1	3	-1.6	-0.4	2	1.4	-1.5
6	COCCCNC(=S)N1CCN(c2nc(-c3cccc(OC)c3)cs2)CC1	-0.6	-2	1	0.4	11	10	-1.2	-0.4	2	-1.8	0.9
7	COc1cccc(CNC(=O)CN(C)S(=O)(=O)c2cccc3cccnc23)c1	-2.0	0	-2	-0.4	5	-5	0.0	-0.3	2	0.8	0.0
8	c1ccc(-c2ccccc2C2Cc3nnccc3CN2)cc1 (stereo not given)	-0.4	0	-1	nt	-5	-7	nt	0.0	7	-1.6	-1.4
9	CCCCn1c(N)c(N(CC(C)C)C(=O)c2ccc(OCC3CCCO3)cc2)c(=O)[nH]c1=O (stereo not given)	-0.9	-2	8	2.4	4	2	1.4	-0.2	3	-0.9	0.2
10	COc1cccc(OC)c1C(=O)NCCNc1nc2cc(C)cc(C)c2cc1C#N	-1.7	-6	-4	nt	4	-149	nt	1.0	-7	-1.9	1.0
11	COc1cc(/C=C2/SC(=S)N(CC3CCCO3)C2=O)ccc1O (stereo not given)	-0.9	-1	3	1.6	-10	13	0.7	0.7	4	2.3	4.5
12	Cc1cc2c3c(c1C)C1(C(=O)N3C(C)(C)CC2C)C(C#N)=C(N)Oc2cc(O)ccc21 (stereo not given)	-2.1	23	2	0.0	-51	11	-1.0	-0.3	1	-2.3	3.8
13	CCOc1cccc(NC(=O)Cc2cccs2)c1	-1.6	14	2	-1.1	1	1	0.0	0.2	-3	-1.9	0.1
14	O=C(COC(=O)/C=C/c1cccc(C(F)(F)F)c1)Nc1ccc(Cl)cn1	-1.0	-1	-1	1.8	2	7	0.8	0.7	1	1.5	-1.6
15	Cc1cc(N2CCCC2)ccc1NC(=O)COc1cccc(C(F)(F)F)c1	-1.2	7	-5	-3.0	22*	3	-1.9	-7.5	2	-3.7	-5.3
16	CC(C)(C)OC(=O)N1CCCC(C(=O)Nc2cccc(C(=O)NCc3ccccc3)c2)C1 (stereo not given)	-1.1	-4	-3	-1.4	1	-2	-2.1	-2.3	4	-1.2	-3.8
17	O=C(OC1CC2CC1[C@H]1CCCCN1C2=O)N1CCC(c2ccccc2)CC1 (stereo not given in full)	-1.0	-1	-1	nt	7	1	nt	-0.3	1	-1.9	-1.4
18	N#C/C(=C(/O)Cc1cccc2ccccc12)c1nc2ccccc2s1	-1.1	2	-1	0.6	-2	-9	0.2	-0.3	4	1.2	4.5
19	CC(=O)Nc1ccc(CN(C)c2c(C)nc3ccc(C(=O)Nc4ccc(Cl)c(Cl)c4)cn23)cc1	-0.7	1	0	0.0	-13	-2	nt	0.9	6	-0.6	7.4
20	C=CCNCc1cc(=O)n2c(-c3ccccc3)csc2n1	-1.8	-4	-1	0.6	0	-16	0.7	0.2	2	-1.2	-1.5
21	Cc1ccc2c(c1)N(C(=O)CCC(=O)N1CCN(c3ccccn3)CC1)CC(C)O2 (stereo not given)	-1.6	-2	0	0.3	0	-20	-1.0	0.9	4	-1.5	-0.5
22	CN(CC(=O)Nc1cccc(F)c1)C(=O)c1cc(-c2cccs2)nn1-c1ccccc1	-1.2	-9	-3	1.9	-13	16	0.7	-2.0	0	-1.2	-2.7
23	Cc1ccc(-c2csc(N(Cc3ccccc3)C(=O)COc3ccccc3)n2)cc1	-0.6	0	-1	0.6	-3	-4	1.2	-0.5	8	0.2	0.1
24	CC1CCCN(S(=O)(=O)c2cnc[nH]2)C1 (stereo not given)	-1.3	3	6	0.3	-7	-4	1.2	1.9	-1	-0.1	-1.3
25	O=C(CCCNS(=O)(=O)c1ccc(Br)cc1)N1CC[C@@]2(O)CCCC[C@H]2C1	-1.0	-2	-1	-0.4	5	0	0.0	-1.3	1	-1.1	-1.5

# Seven compounds from above with just SMARCA2 act and ssDAF12 agonist.
entry | SMILES | SMARCA2 act | ssDAF12 agonist
13 | CCOc1cccc(NC(=O)Cc2cccs2)c1 | 2 | -1.6
14 | O=C(COC(=O)/C=C/c1cccc(C(F)(F)F)c1)Nc1ccc(Cl)cn1 | -1 | -1.0
15 | Cc1cc(N2CCCC2)ccc1NC(=O)COc1cccc(C(F)(F)F)c1 | -5 | -1.2
16 | CC(C)(C)OC(=O)N1CCCC(C(=O)Nc2cccc(C(=O)NCc3ccccc3)c2)C1 (stereo not given) | -3 | -1.1
17 | O=C(OC1CC2CC1[C@H]1CCCCN1C2=O)N1CCC(c2ccccc2)CC1 (stereo not given in full) | -1 | -1.0
18 | N#C/C(=C(/O)Cc1cccc2ccccc12)c1nc2ccccc2s1 | -1 | -1.1
19 | CC(=O)Nc1ccc(CN(C)c2c(C)nc3ccc(C(=O)Nc4ccc(Cl)c(Cl)c4)cn23)cc1 | 0 | -0.7

# Back to the main list with the five entries that preceded the break.
no.	Compound	ssDAF12 agonist	GC-A act	SMARCA2 act	FXN GAA850 act	sPLA2-III inh	ADAM10 inh	DAX1 inh-1	DAX1 inh-2	GC-B act	hcDAF12 agonist	hgDAF-12 ag
21	Cc1ccc2c(c1)N(C(=O)CCC(=O)N1CCN(c3ccccn3)CC1)CC(C)O2 (stereo not given)	-1.6	-2	0	0.3	0	-20	-1.0	0.9	4	-1.5	-0.5
22	CN(CC(=O)Nc1cccc(F)c1)C(=O)c1cc(-c2cccs2)nn1-c1ccccc1	-1.2	-9	-3	1.9	-13	16	0.7	-2.0	0	-1.2	-2.7
23	Cc1ccc(-c2csc(N(Cc3ccccc3)C(=O)COc3ccccc3)n2)cc1	-0.6	0	-1	0.6	-3	-4	1.2	-0.5	8	0.2	0.1
24	CC1CCCN(S(=O)(=O)c2cnc[nH]2)C1 (stereo not given)	-1.3	3	6	0.3	-7	-4	1.2	1.9	-1	-0.1	-1.3
25	O=C(CCCNS(=O)(=O)c1ccc(Br)cc1)N1CC[C@@]2(O)CCCC[C@H]2C1	-1.0	-2	-1	-0.4	5	0	0.0	-1.3	1	-1.1	-1.5
26	CCS(=O)(=O)c1nc(NC(C)=O)n[nH]1	-0.4	4	1	1.5	5	1	1.2	0.2	1	-0.3	0.1
27	CC(C)(C)C1C/C(=C/c2ccco2)C(=O)/C(=C/c2ccco2)C1 (stereo not given)	-1.4	-18	0	5.5	3	-7	-0.7	-0.3	2	-0.6	-3.5
28	C/C(Nc1ccc(F)cc1)=C(/C#N)C(N)=O	-0.5	-1	-3	-2.0	2	-4	0.0	-0.5	6	-1.6	-1.9
29	c1ccc(Cn2nnnc2C(c2ccccn2)N2CCN(c3ccccc3)CC2)cc1 (stereo not given)	-1.4	0	-1	-1.3	-4	-1	-1.4	-0.3	4	-1.6	-1.9
30	O=[N+]([O-])c1ccc(F)c(N=Cc2ccc(Br)s2)c1	-1.3	3	0	5.9	4	-2	-0.6	-0.5	1	0.0	-1.3
31	Cc1cc(CNC(=O)c2cc(COc3ccc(F)c(F)c3)on2)nn1C	0.0	0	3	4.9	-11	0	2.3	6.4*	3	5.7*	15*
32	Cc1ccc(CNc2nc3ccccc3n2C)cc1	3.6*	-1	6	5.1	-2	1	2.5	3.2	2	16*	21*
33	O=C(COC(=O)CCSc1ccccc1)Nc1cc(F)ccc1F	-1.2	5	1	0.5	-12	-1	0.6	1.1	-1	0.7	2.6
34	CCN(CC)CC1(O)CCN(C(=O)c2ccc(Cl)c(Cl)c2)CC1	-1.8	2	1	0.9	0	-4	2.6	0.2	-6	-1.4	-1.4
35	COC(=O)c1ccc(N2C(=O)CC(N3CCC(O)(c4ccc(Br)cc4)CC3)C2=O)cc1 (stereo not given)	-0.6	5	-3	0.5	-10	-4	-0.7	-0.5	-2	-0.7	2.3
36	ON=C1c2ccccc2-c2cc(Br)ccc21	-1.5	6	-4	-1.7	-15	8	0.8	-0.7	-2	-1.0	6.4

# From PubChem BioAssay
